GLP1R inv ag – qHTS of GLP-1 Receptor Inverse Agonists (Inhibition Mode); 1.6% of 410,000 active; HEK293 GLP-1R CRE-luciferase, luminescence, 24 h; GLP-1R form is constitutively active; Potency, µM (doses to about 38.3 µM), inactives show at the top dose activity change, negative = inhibition, actives largely listed as inhibitors; Glucagon-like peptide 1 receptor (Homo sapiens), P43220; also: % is scaled to controls: 0 for no effect and ±100 for the full control effect; nearly all actives have a fitted effect of over 55% in size
Target sequence (P43220 whole entry, looked up): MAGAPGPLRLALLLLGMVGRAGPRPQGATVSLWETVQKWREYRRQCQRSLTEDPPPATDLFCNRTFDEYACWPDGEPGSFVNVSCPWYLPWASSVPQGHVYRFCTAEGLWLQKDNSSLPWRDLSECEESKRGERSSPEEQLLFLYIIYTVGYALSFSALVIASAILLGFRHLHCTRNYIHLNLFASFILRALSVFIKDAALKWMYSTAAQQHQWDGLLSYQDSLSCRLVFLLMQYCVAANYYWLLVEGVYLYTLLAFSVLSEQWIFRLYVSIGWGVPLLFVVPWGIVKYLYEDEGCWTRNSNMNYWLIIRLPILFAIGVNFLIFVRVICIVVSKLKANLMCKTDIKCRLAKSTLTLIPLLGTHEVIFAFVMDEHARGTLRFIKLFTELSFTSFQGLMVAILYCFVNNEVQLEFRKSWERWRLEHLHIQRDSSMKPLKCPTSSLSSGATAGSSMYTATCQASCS
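Inverse agonists were sought by their lowering of basal cAMP reporter luciferase output in HEK293 cells stably carrying constitutively active human GLP-1R, after 24 h compound treatment.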
HT1080NT lethal – qHTS for induction of synthetic lethality in tumor cells producing 2HG: qHTS for the HT-1080-NT fibrosarcoma cell line. HT-1080-NT fibrosarcoma viability, CellTiter-Glo ATP luminescence, 48 h. Potency, µM (series often up to 46.1 µM), inactives show at the top dose activity, negative = less viability, usual class: cytotoxic. 1.6% of 360,000 active;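 also: NT is the 2HG producing partner of a matched IDH1 knockdown line; 0% = DMSO-treated cells and -100% = media-only wells without cells; nearly all actives have a fitted effect of over 55% in size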
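HT-1080-NT fibrosarcoma cells (2HG-overproducing), 750 cells/well in RPMI with 5% FBS, dosed after 2 h and incubated 48 h at 37C. CellTiter-Glo luminescence normalized to DMSO and no-cell wells; concentration-response curves fitted and classed.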
HEK293 tox – qHTS of GLP-1 Receptor Inverse Agonists: Cytotox Screen; HEK293 cAMP-luciferase reporter cells, luminescence, 24 h; Potency, µM (doses to about 38.3 µM), inactives show top-dose activity change, negative = inhibition, actives largely listed as inhibitors; 0.13% of 410,000 active;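 also: loss of luciferase light is scored as toxicity; % is scaled to controls: 0 for no effect and ±100 for the full control effect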
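MLSMR compounds, 24 hr on cells at 37 deg C/5% CO2; luminescence after luciferase reagent (12 min RT). Inhibition counted as the undesired cytotoxic outcome.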
SW480 rereplic – A quantitative high throughput screen for small molecules that induce DNA re-replication in SW480 colon adenocarcinoma cells; SW480 DNA re-replication, Hoechst DNA content imaging, 48 h; Potency, µM (top dose mostly 46.1 µM), without a hit: at the top dose re-replication activation, hits mostly activators; 1.8% of 340,000 active; AID 624297, 2012; also: % of control where 0% means no effect; nearly all actives have a fitted effect of over 55% in size
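DNA re-replication was detected as more nuclei of elevated Hoechst intensity after 48 hr exposure to compound (23 nL pinned per well of 250 cells).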
KB-V1 MDR tox – qHTS assay for MDR1-selective chemotherapeutics: Primary screen using the drug-selected MDR subline cells KB-V1. Potency, µM (top dose mostly 46.1 µM), inactives show at the top dose activity change, negative = cytotoxicity, actives largely listed as cytotoxic. 3.4% of 400,000 active. KB-V1 MDR cells viability, CellTiter-Glo, 72 h; also: % is scaled to controls: 0 for no effect and ±100 for the full control effect; nearly all actives have a fitted effect of over 60% in size
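Potencies derive from concentration-effect curves fitted to normalized luminescence (CellTiter-Glo) of KB-V1 cells treated for 72 h at 37 degrees C in phenol-red-free DMEM containing 10% FBS.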
KB-3-1 cytotox – qHTS assay for MDR1-selective chemotherapeutics: Primary screen using the parental adenocarcinoma cell KB-3-1; KB-3-1 viability, CellTiter-Glo ATP luminescence, 72 h; Potency, µM (highest dose often 46.1 µM), without a hit: top-dose activity change, negative = cytotoxic, hits mostly cytotoxic; 1.4% of 400,000 active; also: % is scaled to controls: 0 for no effect and ±100 for the full control effect; nearly all actives have a fitted effect of over 60% in size
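Multi-concentration cytotoxicity screen in KB-3-1 cells grown in DMEM lacking phenol red with 10% FBS. After 72 h at 37 °C with compound, ATP-dependent luminescence was recorded.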
GLP1R ag – qHTS of GLP-1 Receptor Agonists. Glucagon-like peptide 1 receptor (Homo sapiens), P43220. HEK293 GLP-1R CRE-luciferase, luminescence, 4-6 h; cells express a hypersensitive GLP-1R form. Potency, µM (doses to about 45.6 µM), for the others: at the highest dose activation, actives largely listed as activators. 0.007% of 380,000 active; also: % of control where 0% means no effect
TDP-43 yeast inh – qHTS of TDP-43 Inhibitors. TDP-43 expressing yeast growth rescue, BacTiter-Glo, 24 h. Potency, µM (doses to about 46.1 µM), for the others: at the highest dose growth rescue (activation), hits mostly activators. 1.8% of 410,000 active; also: % of control where 0% means no effect; nearly all actives have a fitted effect of over 50% in size
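Readout is BacTiter-Glo luminescence of cell growth, so inhibitors register as activators. TDP-43-expressing yeast at OD600=0.02 in galactose medium, after raffinose pregrowth to mid-log, were incubated with compound for 24 hr at 30 deg C.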
HT1080 IDH1KD tx – qHTS for induction of synthetic lethality in tumor cells producing 2HG: qHTS for the HT-1080-IDH1KD cell line; AID 686971, 2013; HT-1080 IDH1 knockdown viability, ATP luminescence, 48 h; Potency, µM (series often up to 46.1 µM), inactives show at the highest dose activity, negative = toxicity, most hits filed as cytotoxic; 2% of 360,000 active;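 also: 0% = DMSO wells and -100% = cell-free medium wells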
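Cytotoxicity counter-line: IDH1KD HT-1080, 48 h, CellTiter-Glo. Curves classed by r2, magnitude and activity.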
An asterisk follows results filed as active; ? = inconclusive; · = not tested or not shown; [ ] = another dose, or the depositor's remark. Calls follow the shape of the dose curve; as a rule, active = well fitted curve in the direction sought with a large enough effect; inconclusive = small, poorly fitted or top-dose-only effect, or another doubt; inactive = no such curve, though single readings can be large; an effect the other way counts as inactive or inconclusive. Potency is read from the fitted curve at half-maximal effect.

SMILES	GLP1R inv ag	HT1080NT lethal	HEK293 tox	SW480 rereplic	KB-V1 MDR tox	KB-3-1 cytotox	GLP1R ag	TDP-43 yeast inh	HT1080 IDH1KD tx
CCOC(=O)N1CCN(S(=O)(=O)c2ccc(F)c(C(=O)Nc3cccc(C)c3C)c2)CC1	-7%	-2%[9.24 µM]	6%	-7%	-17%	3%	8%	-7%	-27%
O=C(Nc1cc(N2CCOCC2)ncn1)c1ccc(F)cc1	1%	-6%	3%	29%	0%	16µM*	-1%	-12%	-26%
CCCCNC(=O)C1(C)CCCCN1C(=O)c1ccc(OC)c(C(F)(F)F)c1 (configuration not stated)	26%	21%	-4%	·	1%	0%	9%	8%	10%
COC(=O)c1cc(NC(=O)c2cc3c(-c4ccccc4F)nn(C)c3s2)cc(C(=O)OC)c1	3%	·	3%	·	28%	21%	0%	3%	·
CC1(C)Cc2ccccc2-c2nnc(-c3ccc4ccccc4n3)n21	-23%	0%	-5%	-1%	?	?	-11%	-11%	0%
CSc1nc2c(c(=O)[nH]1)C(c1cccs1)C1=C(CCCC1=O)N2 (configuration not stated)	-2%	-5%	2%	-7%	13%	16%	4%	-6%	-1%
COc1ccc(C(=O)NC(=O)Nc2ncccc2C)cc1	3%	-1%	8%	-6%	8%	0%	-2%	6%	23%
CC(=O)c1c(O)c(C)c(-c2ccccc2)n(-c2ccccc2)c1=O	?	-12%	-20%	1%	-11%	-1%	7%	14%	-8%
COc1ccc(NC(=S)c2ccncc2)cc1	16%	12%	1%	?	18µM*	?	7%	-1%	-8%
Cc1c(NC(=O)c2cccs2)cccc1C(=O)O	-15%	13%	-9%	-1%	11%	-8%	-5%	8%	3%
CCCCNc1ccc(-c2nc(-c3ccco3)no2)cc1[N+](=O)[O-]	13%	·	6%	·	9%	7%	·	17%	·
Cc1ccc(NC(=O)Cn2cc(S(=O)(=O)Cc3ccc(F)cc3)c3ccccc32)cc1Cl	?	·	-15%	·	?	?	·	7%	·
Cc1cc(C)c(NC(=O)CSc2nc(=O)n(CCN3CCOCC3)c3c2CCCC3)c(C)c1	-9%	2%	2%	-6%	12%	6%	-1%	8%	-4%
CCC1CCCCN1c1nc2c(C=O)c(C)nn2c2ccccc12 (configuration not stated)	37%[activator]	2%	15%	1%	0%	-29%	?	0%	-6%
COC1OC(O)C(NC(=O)C(F)(F)F)CC1O (configuration not stated)	2%	10%	11%	-2%	-2%	6%	-2%	-13%	4%
CN1C(C(=O)Nc2ccc(C(=O)O)cc2)=C(O)c2ccccc2S1(=O)=O	-2%	-15%	2%	10%	-5%	-1%	-2%	-3%	-4%
CC1CCCCC1NC(=O)/C(C#N)=C/c1ccc(F)c(F)c1 (configuration not stated)	19%	17%	0%	?	-7%	?	2%	-26%	5%
N#Cc1ccc(-c2nc3ccc(Cl)cn3c2Cc2cccc(F)c2)cc1	14%	-5%	-8%	·	-7%	-2%	24%	0%	?
CNC(=S)N1CCN(C(=O)c2ccco2)CC1	30%	17%	21%	-4%	0%	-3%	-1%	5%	15%
COc1ccc2cc(C)c3nnc(SCC(=O)Nc4nc(-c5ccccc5)cs4)n3c2c1	0%	-10%	14%	-5%	-6%	-16%	5%	-16%	-5%
COCCN(C(=O)COC(=O)c1cc2c(s1)CCC2)c1c(N)n(Cc2ccccc2)c(=O)[nH]c1=O	-4%	6%	-18%	-3%	-4%	?	-8%	-3%	10%
COCCCNc1nc2c(c(=O)[nH]c(=O)n2C)n1CC(O)COc1cccc(C)c1 (configuration not stated)	6%	2%	12%	-8%	0%	7%	1%	7%	0%
Cc1onc(-c2ccccc2Cl)c1C(=O)NCCn1ccc2ccccc21	6.3µM*	-5%	-20%	-2%	-23%	-13%	-4%	?	-6%
CCOC(=O)c1nn(-c2ccccc2)c(=O)cc1OCC(=O)Nc1cccc(OC)c1	0%	-1%	6%	4%	2%	4%	-4%	19%	-1%

Quoted at random: 3 entries already listed, in no set order.
SMILES	GLP1R inv ag	HT1080NT lethal	HEK293 tox	SW480 rereplic	KB-V1 MDR tox	KB-3-1 cytotox	GLP1R ag	TDP-43 yeast inh	HT1080 IDH1KD tx
CC1CCCCC1NC(=O)/C(C#N)=C/c1ccc(F)c(F)c1 (configuration not stated)	19%	17%	0%	?	-7%	?	2%	-26%	5%
CSc1nc2c(c(=O)[nH]1)C(c1cccs1)C1=C(CCCC1=O)N2 (configuration not stated)	-2%	-5%	2%	-7%	13%	16%	4%	-6%	-1%
COC(=O)c1cc(NC(=O)c2cc3c(-c4ccccc4F)nn(C)c3s2)cc(C(=O)OC)c1	3%	·	3%	·	28%	21%	0%	3%	·

(continued)
SMILES	GLP1R inv ag	HT1080NT lethal	HEK293 tox	SW480 rereplic	KB-V1 MDR tox	KB-3-1 cytotox	GLP1R ag	TDP-43 yeast inh	HT1080 IDH1KD tx
CN(C)Cc1c(C(=O)N/N=C/c2cccs2)nnn1-c1nonc1N	6%	18%	15%	-13%	-11%	6%	7%	-1%	20%
COCCNC(=O)CCC1CCN(C/C=C/c2ccccc2OC)CC1	6%	-2%	-6%	7%	8%	-2%	-5%	-10%	-3%
CCOc1cc(C2C(C(=O)OC(C)C)=C(C)NC3=C2C(=O)CCC3)cc([N+](=O)[O-])c1O (configuration not stated)	2%	6%	3%	-4%	4%	17%	7%	-11%	1%
CC(C)CNC(=O)C(=O)NCCCN1CCOCC1	-2%[0.307 µM]	14%	0%[0.307 µM]	-2%	2%	-1%	6%	-12%	18%
Cc1ccc(S(=O)(=O)N2CCCN(S(=O)(=O)c3ccc(C)cc3)CC2)cc1	?	-2%	-1%	0%	?	-11%	1%	-8%	-2%
Cc1ccc2nc(SCC(=O)NCc3ccc(S(N)(=O)=O)cc3)[nH]c2c1	15%	1%	-8%	47%	-2%	2%	2%	-29%	9%
NC(=O)C(CC(=O)O)NC(=O)[C@@H]1CCCNc2c(I)cc([N+](=O)[O-])cc2C(=O)N[C@@H](CO)C(=O)N[C@@H](Cc2ccc(O)cc2)C(=O)N1 (some centres not stated)	12%	2%	-21%	3%[9.22 µM]	?	25%	-2%	8%	1%
COc1ccc(-c2cc(C(C)=O)c(C)n2CCC(=O)NCc2ccccc2OC)cc1	2%	·	3%	·	2%	-3%	·	5%	·
O=C(NCc1cccnc1)c1ccc(S(=O)(=O)Nc2ccccc2)cc1	2%	2%	0%	-1%	-12%	24%	2%	7%	1%
O=C(c1ccc(S(=O)(=O)c2ccc(F)cc2)c([N+](=O)[O-])c1)N1CCCCCC1	?	-21%	13%[1.53 µM]	?	8.2µM*	-13%	-14%	?	?
O=C1OC(Oc2ccc(Br)cc2)(c2ccccc2)c2ccccc21 (configuration not stated)	10µM*	?	-1%	?	?	-1%	20%	0%	?
COc1cccc(C(=O)N2CCCC(Nc3ccc(C)c(C)c3)C2)c1 (configuration not stated)	-11%	8%	-12%	-2%	-17%	10%	9%	-5%	1%
COc1ccc(OCC(=O)Nc2cc(-c3nn(C)c(=O)c4ccccc34)ccc2OC)cc1	51%[activator]	-13%	5%	15%	?	-22%	11%	-5%	-19%
O=C(Nc1nc2ccc(S(=O)(=O)N3CCCC3)cc2s1)C1CCCO1 (configuration not stated)	54%[activator]	-4%	2%	-2%	-14%	25%	3%	28%	-2%
COc1ccc(Cc2c(C(C)(C)C)nc3cc(C)c(Br)c(C)n23)c(C)c1	?	-20%	11%	·	20%	0%	-8%	20%	?
COc1ccc(CC2(CO)CCN(CC3=CC[C@H]4C[C@@H]3C4(C)C)CC2)cc1	-13%	-2%	2%	4%	6%	2%	4%	6%	10%
N=C1C(c2nc3ccccc3s2)=C(O)CN1C1CCCCC1	10%	0%	-21%	-5%	4%	-1%	21%	15%	0%
CCCCCC(O)(CCCCC)C(=O)NNc1ccccc1	?	?	-12%	2%	-28%	0%	-7%	13%	?
CC(C)(C)OC(=O)NNC(=S)NC1CCCCC1	16%	15%	10%	11%	7%	-1%	2%	-3%	11%
COc1ccc(OC)c(NC(=O)c2ccc3c(c2)OCO3)c1	12%	12%	-9%	1%	7%	14%	11%	19%	9%
COc1ccccc1OCC(O)CN1CCN(C(=O)c2ccccc2)CC1 (configuration not stated)	4%	17%	17%	-8%	-5%	2%	-2%	10%	12%
Cc1cccc(Nc2ncnc3c2cnn3Cc2ccccc2)c1	?	-1%	3%	-2%	13%	3%	9%	16µM*	-9%
Cn1cnc([N+](=O)[O-])c1Nc1ccc(O)cc1	6%	8%	-27%	-2%[9.22 µM]	11%	15%	-4%	-2%	9%
C#CCOCCOCCOCCNc1nc(N2CCN(C(=O)[C@H](C(C)C)n3cc(CCO)nn3)CC2)nc(N2CCN(C(=O)[C@H]([C@@H](C)CC)n3cc(CCCCN)nn3)CC2)n1	-7%	-4%	16%	-4%[9.22 µM]	-5%	-11%	-4%	6%	-2%
O=C(COC(=O)/C=C/c1ccccc1)NCc1ccc(Cl)cc1	1%	2%	-12%	·	-2%	0%	-3%	12%	5%
Nc1cc(S(=O)(=O)Nc2cc(Cl)ccc2Cl)ccc1N1CCCC1	?	-23%	-3%	0%	29%	1%	-2%	21%	?

Entries of single compounds, quoted from the list:
`COc1ccc(CC2(CO)CCN(CC3=CC[C@H]4C[C@@H]3C4(C)C)CC2)cc1` in the list: GLP1R inv ag = -13%; HT1080NT lethal = -2%; HEK293 tox = 2%; SW480 rereplic = 4%; KB-V1 MDR tox = 6%; KB-3-1 cytotox = 2%; GLP1R ag = 4%; TDP-43 yeast inh = 6%; HT1080 IDH1KD tx = 10%
`Cn1cnc([N+](=O)[O-])c1Nc1ccc(O)cc1` in the list: GLP1R inv ag = 6%; HT1080NT lethal = 8%; HEK293 tox = -27%; SW480 rereplic = -2%[9.22 µM]; KB-V1 MDR tox = 11%; KB-3-1 cytotox = 15%; GLP1R ag = -4%; TDP-43 yeast inh = -2%; HT1080 IDH1KD tx = 9%

Screening results: PubChem, National Center for Advancing Translational Sciences (NCATS)

Compounds were not picked by outcome (roughly 9.4% active in at least one column).
